LGR2 inh – inhibitors of bursicon-induced Drosophila LGR2 receptor cAMP signaling; inhibition, % at 9.99 µM; HEK293 LGR2, CRE-luciferase, bursicon-stimulated, 4 h; actives 0.35% (n = 380,000); AID 720647;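 active means drop in luminescence signal, shown as inhibition above about 50% in the replicate tests, limit read from the data, passing the limit was not always enough; inconclusive means probably only some replicates passing the limit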;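 further: agonist challenge used bursicon conditioned medium at about half maximal strength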
PAX8 reporter – inhibitors of PAX8 transcriptional activity in RMG-I cells | RMG-I TPO-luciferase reporter, SteadyGlo, 24 h | inhibition, % at 12.6 µM | actives 1.2% (n = 360,000) | AID 652154;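 active means mean replicate inhibition at least 60% with every replicate also reaching 60%; inconclusive means only one of the two criteria is met; inactive means mean below 60% and not all replicates reaching 60%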;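 further: luciferase light reporting Pax8 driven TPO promoter activity; plate controls were median of neutral control wells for no effect and mitoxantrone controls for full effect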
CASP6 VEID inh – blocks human caspase-6 cleavage activity; AID 686996; purified caspase-6, Z-VEID-R110 cleavage fluorescence; inhibition, % at 12.5 µM; P55212; actives 0.53% (n = 350,000);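 active means mean inhibition across replicates at least about 35%, with every replicate also reaching that limit, limit read from the data; inconclusive means only one of the two criteria met; inactive means neither criterion met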;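 further: 0% = median of neutral control wells and 100% = no fluorescence left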
Target sequence (P55212 24-179 limits assumed): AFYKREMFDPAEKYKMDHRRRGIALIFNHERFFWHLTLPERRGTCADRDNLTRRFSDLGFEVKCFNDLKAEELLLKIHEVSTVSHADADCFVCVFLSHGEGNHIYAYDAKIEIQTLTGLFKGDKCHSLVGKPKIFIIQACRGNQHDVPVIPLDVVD
Target sequence (P55212 194-293 limits assumed): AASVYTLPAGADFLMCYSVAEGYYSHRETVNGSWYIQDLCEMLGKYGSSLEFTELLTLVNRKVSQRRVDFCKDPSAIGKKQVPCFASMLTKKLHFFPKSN
EWS-Fli block – EWS/Fli transcriptional activity inhibition; inhibition, % at 12.6 µM; actives 0.67% (n = 350,000); A673 NR0B1-luciferase reporter, viability-normalised; AID 651661;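 active means mean inhibition of at least 50% after viability correction, with every replicate also passing that limit; inconclusive means mean reaches 50% but only one of two replicates passes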;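 further: firefly luciferase signal divided by Alamar Blue viability fluorescence both relative to DMSO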
ARNT TACC3 PPI – disrupts binding between human ARNT and TACC3 | Q9Y6A5 | AlphaScreen His-ARNT PAS-B/GST-TACC3 binding, luminescence; TACC3 fragment carries E629A point mutation | inhibition, % at 9.99 µM | actives 0.66% (n = 390,000);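 active means mean inhibition of replicates at least 50% and at least half of replicates each reaching 50%; inconclusive means half or more replicates reach 50% but mean below 50%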;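 further: 0% = complete ARNT plus TACC3 wells and 100% = ARNT alone without TACC3; many hits fall short of the cut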
SIRT5 block – inhibitors of human sirtuin-5 desuccinylase; AID 652115; Purified SirT5, succinyl-peptide AMC, trypsin-coupled fluorescence; actives 1.1% (n = 330,000); inhibition, % at 15 µM; in the data active means inhibition above about 15%; inconclusive means no clear call, values can overlap the other calls
Target sequence (Q9NXA8 whole entry, looked up): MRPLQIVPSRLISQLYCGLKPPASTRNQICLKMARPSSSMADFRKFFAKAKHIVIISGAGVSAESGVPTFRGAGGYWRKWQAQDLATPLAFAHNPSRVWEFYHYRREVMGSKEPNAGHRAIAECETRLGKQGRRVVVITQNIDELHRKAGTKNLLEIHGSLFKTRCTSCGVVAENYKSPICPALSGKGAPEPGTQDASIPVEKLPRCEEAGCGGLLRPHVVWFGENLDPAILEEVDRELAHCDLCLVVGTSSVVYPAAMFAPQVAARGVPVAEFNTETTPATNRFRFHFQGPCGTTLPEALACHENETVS
DENV2 CPE – protects cells from dengue virus 2 cytopathic effect | DENV2-infected cells, cytopathic effect rescue, plate reader | AID 651640 | actives 1.7% (n = 350,000) | CPE inhibition, % at 9.99 µM; in the data active means CPE inhibition above about 20%, passing the limit was not always enough; inconclusive means no clear call, values can overlap the other calls; tested in BHK-21 cells;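 further: 0% = median of neutral control wells and 100% = median of positive control wells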
* marks the source's active call; other numbers are inactive results; & = joins results of further samples.

What do the screens show for `CNc1c(NS(=O)(=O)c2ccc(Cl)s2)c(=O)oc2ccccc12`?
LGR2 inh: 12; PAX8 reporter: -1; CASP6 VEID inh: -4; EWS-Fli block: -13; ARNT TACC3 PPI: 5; SIRT5 block: 0; DENV2 CPE: -5

What do the screens show for `O=C(N/N=C/c1ccc(O)cc1O)/C(=C/c1ccccc1)CCO`?
LGR2 inh: 27; PAX8 reporter: 23; ARNT TACC3 PPI: 70*

What do the screens show for `CCOc1ccccc1OCC(=O)Nc1ccc(OC)c(S(=O)(=O)N2CCCCC2)c1`?
LGR2 inh: -3; PAX8 reporter: 11; CASP6 VEID inh: 4; EWS-Fli block: 5; ARNT TACC3 PPI: 6; SIRT5 block: -1; DENV2 CPE: -1

How did O=C(COC(=O)C1C2CC3OC(=O)C1C3C2)Nc1cccc(Cl)c1 (configuration not stated) do in these assays?
LGR2 inh: 6; PAX8 reporter: 25; CASP6 VEID inh: 0; EWS-Fli block: -1; ARNT TACC3 PPI: -4; SIRT5 block: -5; DENV2 CPE: -1

How did COc1cc(-c2n[nH]c(=S)n2-c2cc(C(F)(F)F)ccc2Cl)cc(OC)c1OC do in these assays?
LGR2 inh: 8; PAX8 reporter: 8; ARNT TACC3 PPI: -18

What do the screens show for `O=C(NCC1CCCO1)C1CCCN(S(=O)(=O)c2cc(Cl)ccc2Cl)C1` (configuration not stated)?
LGR2 inh: -6; PAX8 reporter: 10; CASP6 VEID inh: -1; EWS-Fli block: 10; ARNT TACC3 PPI: -1; SIRT5 block: 3; DENV2 CPE: -10

Results for Cc1ccc(S(=O)(=O)Nc2ccc3c(c2)CC(=O)N([C@@H](C)CO)C[C@H](C)[C@@H](CN(C)Cc2ccc(Oc4ccccc4)cc2)O3)cc1 ?
LGR2 inh: 12; PAX8 reporter: 80*; CASP6 VEID inh: -1; EWS-Fli block: 7; ARNT TACC3 PPI: 0; SIRT5 block: 7; DENV2 CPE: -27

What do the screens show for `CC1CN(CCCCOc2ccc(Cl)c3ccccc23)CC(C)O1` (configuration not stated)?
LGR2 inh: 6; PAX8 reporter: 35; CASP6 VEID inh: -5; EWS-Fli block: 13; ARNT TACC3 PPI: -1; SIRT5 block: -2; DENV2 CPE: 16

What do the screens show for `CCCc1cc(=O)oc2cc(OCc3ccc(OC)cc3)c(Cl)cc12`?
LGR2 inh: -7; PAX8 reporter: 5; CASP6 VEID inh: 0; EWS-Fli block: -12; ARNT TACC3 PPI: 6; SIRT5 block: -2; DENV2 CPE: 1

Results for COc1ccccc1CC(=O)OCC(=O)N1CCN(c2ccc(F)cc2)CC1 ?
LGR2 inh: -1; PAX8 reporter: -10; CASP6 VEID inh: -2; EWS-Fli block: 6; ARNT TACC3 PPI: 6; SIRT5 block: -7; DENV2 CPE: 0

How did CO[C@@H]1CN(C)C(=O)c2cc(NS(=O)(=O)c3ccccc3Cl)ccc2OC[C@@H](C)NC[C@@H]1C do in these assays?
LGR2 inh: 14; CASP6 VEID inh: -5; EWS-Fli block: -6; ARNT TACC3 PPI: -10; SIRT5 block: 2; DENV2 CPE: 10

Results for Cc1cccc(C(=O)OCC(=O)N2c3ccccc3CC2C)c1C (configuration not stated) ?
LGR2 inh: -6; PAX8 reporter: -6; CASP6 VEID inh: 3; EWS-Fli block: 0; DENV2 CPE: 2

Continued, overlapping the part above by three compounds.
Results for COc1ccccc1CC(=O)OCC(=O)N1CCN(c2ccc(F)cc2)CC1 ?
LGR2 inh: -1; PAX8 reporter: -10; CASP6 VEID inh: -2; EWS-Fli block: 6; ARNT TACC3 PPI: 6; SIRT5 block: -7; DENV2 CPE: 0

How did CO[C@@H]1CN(C)C(=O)c2cc(NS(=O)(=O)c3ccccc3Cl)ccc2OC[C@@H](C)NC[C@@H]1C do in these assays?
LGR2 inh: 14; CASP6 VEID inh: -5; EWS-Fli block: -6; ARNT TACC3 PPI: -10; SIRT5 block: 2; DENV2 CPE: 10

Results for Cc1cccc(C(=O)OCC(=O)N2c3ccccc3CC2C)c1C (configuration not stated) ?
LGR2 inh: -6; PAX8 reporter: -6; CASP6 VEID inh: 3; EWS-Fli block: 0; DENV2 CPE: 2

What do the screens show for `O=C(NCCCn1ccnc1)c1csc2ccccc12`?
LGR2 inh: -4; CASP6 VEID inh: -7; EWS-Fli block: 8; ARNT TACC3 PPI: 3; SIRT5 block: 2; DENV2 CPE: -6

Results for COCCC(=O)N1CCC(Oc2ccc(C(=O)N3CCC(N(C)C)C3)cc2)CC1 (configuration not stated) ?
LGR2 inh: 1; PAX8 reporter: -6; CASP6 VEID inh: 3; ARNT TACC3 PPI: 3; SIRT5 block: 2; DENV2 CPE: 4

How did C[C@H](CO)N1C[C@H](C)[C@@H](CN(C)Cc2ccccc2C(=O)O)Oc2cc(-c3ccccc3)ccc2S1(=O)=O do in these assays?
LGR2 inh: 7; PAX8 reporter: -15; CASP6 VEID inh: 1; EWS-Fli block: -4; ARNT TACC3 PPI: 0; SIRT5 block: 1; DENV2 CPE: -2

How did O=S1(=O)N=C(N/N=C/c2cccs2)c2ccccc21 do in these assays?
LGR2 inh: 12; PAX8 reporter: 16; CASP6 VEID inh: 1; EWS-Fli block: 12; ARNT TACC3 PPI: 66*; SIRT5 block: 3; DENV2 CPE: -3

What do the screens show for `CCCNC(=O)Nc1ccc2c(c1)OC[C@H](C)N(C)C[C@H](C)[C@@H](OC)CN(C)C2=O`?
LGR2 inh: 2; PAX8 reporter: -5; CASP6 VEID inh: 1; EWS-Fli block: -9; ARNT TACC3 PPI: 5; SIRT5 block: -3; DENV2 CPE: -5

What do the screens show for `COc1ccc(C(C)=O)cc1CSCc1cc(C(C)=O)ccc1OC`?
LGR2 inh: -6; PAX8 reporter: 5; CASP6 VEID inh: -4; EWS-Fli block: -17; ARNT TACC3 PPI: -28; SIRT5 block: -1; DENV2 CPE: -4

What do the screens show for `C[C@H]1CN([C@@H](C)CO)C(=O)c2cc(NC(=O)CCN3CCOCC3)ccc2O[C@@H]1CN(C)C(=O)Nc1ccc(C(F)(F)F)cc1`?
LGR2 inh: 1; CASP6 VEID inh: -1; EWS-Fli block: -6; ARNT TACC3 PPI: 27; SIRT5 block: 3; DENV2 CPE: -6

Results for Cc1nn(C(=O)c2nn(C)cc2[N+](=O)[O-])c(C)c1Br ?
PAX8 reporter: -7; CASP6 VEID inh: 2; EWS-Fli block: 1; ARNT TACC3 PPI: 4; SIRT5 block: 14; DENV2 CPE: 0

What do the screens show for `COc1ccc(C2=NOC(Cn3nc(-c4ccccc4)cc3C(=O)NCc3cccc(Br)c3)C2)cc1` (configuration not stated)?
LGR2 inh: -12; PAX8 reporter: -14; CASP6 VEID inh: -2; EWS-Fli block: -10; ARNT TACC3 PPI: -8; DENV2 CPE: 18

Results for O=C(C[C@@H]1C[C@H]2c3cc(NC(=O)Nc4ccccc4F)ccc3O[C@H]2[C@H](CO)O1)NCC1CC1 ?
LGR2 inh: -7; PAX8 reporter: 6; CASP6 VEID inh: 1; EWS-Fli block: -4; ARNT TACC3 PPI: 9; SIRT5 block: 22*; DENV2 CPE: 27*

How did COc1c(OC(C)=O)ccc(/C=C/c2ccc3ccccc3n2)c1[N+](=O)[O-] do in these assays?
LGR2 inh: -73; CASP6 VEID inh: -3; EWS-Fli block: -87; ARNT TACC3 PPI: 2; SIRT5 block: 2; DENV2 CPE: -7

Results for C[C@H](CO)N1C[C@H](C)[C@@H](CN(C)C(=O)Nc2ccc(C(F)(F)F)cc2)Oc2ccc(NC(=O)Nc3ccc4c(c3)OCO4)cc2C1=O ?
LGR2 inh: -10&-7; PAX8 reporter: 15&17; CASP6 VEID inh: 1&-3; EWS-Fli block: -7&-3; ARNT TACC3 PPI: -6; SIRT5 block: 9&-2; DENV2 CPE: -4&11

How did CCC(=O)Nc1ccc2c(c1)OC[C@@H](C)N(C(=O)COC)C[C@H](C)[C@@H](OC)CN(C)C2=O do in these assays?
LGR2 inh: -10; PAX8 reporter: 5; EWS-Fli block: 7

What do the screens show for `CCN1C(=O)[C@H]2[C@@H](c3ccc(-c4cc(C(C)=O)cs4)cc3)N[C@@](Cc3ccccc3)(C(=O)OC)[C@H]2C1=O`?
LGR2 inh: 8; PAX8 reporter: -15; CASP6 VEID inh: 2; EWS-Fli block: 10; ARNT TACC3 PPI: -2; DENV2 CPE: 4

What do the screens show for `O=C(Nc1ccccc1C(=O)NCc1ccco1)c1ccco1`?
LGR2 inh: -5; CASP6 VEID inh: 1; ARNT TACC3 PPI: 2; SIRT5 block: -1

Results for CO[C@H]1CN(C)C(=O)c2ccc(NS(=O)(=O)c3ccc(-c4ccccc4)cc3)cc2OC[C@@H](C)NC[C@@H]1C ?
LGR2 inh: 3; PAX8 reporter: -24; CASP6 VEID inh: -4; SIRT5 block: 0; DENV2 CPE: 29*

Results for COc1ccc(S(=O)(=O)N(C)C[C@@H]2Oc3c(cccc3N(C)C)C(=O)N([C@@H](C)CO)C[C@@H]2C)cc1 ?
LGR2 inh: 19; PAX8 reporter: -2; CASP6 VEID inh: 0; ARNT TACC3 PPI: -5; SIRT5 block: -6; DENV2 CPE: -9

How did Cc1noc(C)c1S(=O)(=O)N1[C@@H]2CNC[C@H]1C2c1ccc(-c2ccccc2)cc1 (some centres not stated) do in these assays?
LGR2 inh: 16; PAX8 reporter: 6; CASP6 VEID inh: 1; EWS-Fli block: 10; DENV2 CPE: inconclusive

Results for CN1C(=O)c2cc(NC(=O)c3ccc(F)cc3)ccc2OC[C@H]2O[C@H](CC(=O)NC3CCC3)CC[C@@H]21 ?
LGR2 inh: 1; PAX8 reporter: -2; CASP6 VEID inh: -5; EWS-Fli block: -8; ARNT TACC3 PPI: 2; SIRT5 block: -3; DENV2 CPE: -6

Results for CN(CC(=O)Nc1ccccc1Cl)C(=O)C1CSC2(C)CCC(=O)N12 (configuration not stated) ?
LGR2 inh: -9; PAX8 reporter: -12; CASP6 VEID inh: -3; EWS-Fli block: -15; ARNT TACC3 PPI: -3; SIRT5 block: -5; DENV2 CPE: 0

What do the screens show for `CCOC(=O)C1=CCN(S(=O)(=O)c2ccccc2Br)C1c1ccc(F)cc1` (configuration not stated)?
LGR2 inh: -6; PAX8 reporter: -1; CASP6 VEID inh: 4; EWS-Fli block: -7; SIRT5 block: -2; DENV2 CPE: -2

How did C=C1CCC(OC(C)=O)C2(C)CCC3C(C)C(=O)OC3C12O (configuration not stated) do in these assays?
LGR2 inh: 10; PAX8 reporter: -40; CASP6 VEID inh: 1; EWS-Fli block: -21; ARNT TACC3 PPI: -20; SIRT5 block: 1; DENV2 CPE: -2

How did Cc1nn(-c2ccccc2)nc1CNC(=O)C(C)Cc1ccccc1 (configuration not stated) do in these assays?
LGR2 inh: -4; PAX8 reporter: 0; CASP6 VEID inh: 0; EWS-Fli block: 0; ARNT TACC3 PPI: 5; SIRT5 block: -3; DENV2 CPE: 17

How did CC(C)NC(=O)N[C@H]1CC[C@@H](CCNC(=O)C2CCOCC2)O[C@H]1CO do in these assays?
LGR2 inh: -15; PAX8 reporter: 17; CASP6 VEID inh: -2; EWS-Fli block: -1; ARNT TACC3 PPI: -17; SIRT5 block: 2; DENV2 CPE: 7

What do the screens show for `N#Cc1ccc(NC(=O)COC(=O)C2=COCCO2)cc1`?
LGR2 inh: -14; CASP6 VEID inh: -1; ARNT TACC3 PPI: -1; SIRT5 block: -3

Results for Cn1cccc1C(=O)OCC(=O)NCc1cccs1 ?
LGR2 inh: -28; PAX8 reporter: -18; CASP6 VEID inh: -2; EWS-Fli block: -5; ARNT TACC3 PPI: -1; DENV2 CPE: -6

Results for COc1ccc2c3c(n(C)c2c1)[C@H](CO)N(C(=O)CC1CC1)CC31CCN(C(=O)NC(C)C)CC1 ?
LGR2 inh: 0; PAX8 reporter: -6; CASP6 VEID inh: 0; EWS-Fli block: 0; SIRT5 block: -10; DENV2 CPE: -6

How did Cc1ccc(SC(=O)c2c(C)noc2-c2cc(C)on2)cc1 do in these assays?
LGR2 inh: 3; PAX8 reporter: 7; CASP6 VEID inh: -3; EWS-Fli block: 9; ARNT TACC3 PPI: 0; SIRT5 block: -3; DENV2 CPE: 41*
